Screening results: PubChem, several laboratories
S1P2 ag = agonists of human S1P2 receptor; O95136; S1P2-expressing cell line, agonist reporter read-out; activation, % at 4.5 µM; 0.46% of 97,000 active; in the data active means activation above about 16%;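 further: 0% = vehicle low control and 100% = maximal reference agonist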
EphB4 antag = antagonists of human EphB4-ephrin-B2 interaction | P54760 | EphB4 LBD / TNYL-RAW-Alexa532 peptide, fluorescence polarization | inhibition, % at 7 µM | 0.15% of 97,000 active;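 active means inhibition above the screen-wide mean inhibition plus 3 SD, cut at about 15% in these data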;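 further: 0% = DMSO wells and 100% = excess unlabeled TNYL-RAW peptide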
PostGolgi yeast = growth inhibition of a yeast mutant, post-Golgi transport screen. 0.9% of 98,000 active. inhibition, % at 10 µM. post-Golgi transport phenotypic cell assay;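 further: yeast cells grown in 1536-well plates; yeast grown about 18 h at 30C before absorbance read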
S1P2 blocker = antagonists of human S1P2 receptor | O95136 | 0.21% of 97,000 active | cell-based S1P2 antagonist assay, inhibition at 5 uM | inhibition, % at 5 µM; in the data active means inhibition above about 45%;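 further: CRE beta-lactamase reporter cells expressing human S1P2 stimulated with S1P; 0% = agonist at EC80 alone and 100% = agonist plus reference antagonist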
LYP inh 2 = blocks human PTPN22 phosphatase activity; inhibition, % at 2 µM; recombinant LYP catalytic domain, DiFMUP fluorescence; 0.21% of 96,000 active; AID 640; Q9Y2R2;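 active means inhibition at 2 µM at or above a set limit, the screen mean plus 3 SD, cut at about 24% in these data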;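 further: 0% = DMSO with enzyme and 100% = enzyme fully blocked by orthovanadate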
PostGolgi ctrl = yeast control strain growth, post-Golgi counter-screen | 5% of 98,000 active | inhibition, % at 10 µM | efflux-deficient yeast background strain, growth absorbance A615, 16 h
FAK inh = blocks human focal adhesion kinase activity; Q05397; biochemical FAK kinase activity assay; inhibition, %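 (tested at 7 µM)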; 0.84% of 97,000 active; AID 727; in the data active means inhibition above about 19%;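 further: 0% = DMSO and 100% = reference compound high control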
Target sequence (Q05397 whole entry, looked up): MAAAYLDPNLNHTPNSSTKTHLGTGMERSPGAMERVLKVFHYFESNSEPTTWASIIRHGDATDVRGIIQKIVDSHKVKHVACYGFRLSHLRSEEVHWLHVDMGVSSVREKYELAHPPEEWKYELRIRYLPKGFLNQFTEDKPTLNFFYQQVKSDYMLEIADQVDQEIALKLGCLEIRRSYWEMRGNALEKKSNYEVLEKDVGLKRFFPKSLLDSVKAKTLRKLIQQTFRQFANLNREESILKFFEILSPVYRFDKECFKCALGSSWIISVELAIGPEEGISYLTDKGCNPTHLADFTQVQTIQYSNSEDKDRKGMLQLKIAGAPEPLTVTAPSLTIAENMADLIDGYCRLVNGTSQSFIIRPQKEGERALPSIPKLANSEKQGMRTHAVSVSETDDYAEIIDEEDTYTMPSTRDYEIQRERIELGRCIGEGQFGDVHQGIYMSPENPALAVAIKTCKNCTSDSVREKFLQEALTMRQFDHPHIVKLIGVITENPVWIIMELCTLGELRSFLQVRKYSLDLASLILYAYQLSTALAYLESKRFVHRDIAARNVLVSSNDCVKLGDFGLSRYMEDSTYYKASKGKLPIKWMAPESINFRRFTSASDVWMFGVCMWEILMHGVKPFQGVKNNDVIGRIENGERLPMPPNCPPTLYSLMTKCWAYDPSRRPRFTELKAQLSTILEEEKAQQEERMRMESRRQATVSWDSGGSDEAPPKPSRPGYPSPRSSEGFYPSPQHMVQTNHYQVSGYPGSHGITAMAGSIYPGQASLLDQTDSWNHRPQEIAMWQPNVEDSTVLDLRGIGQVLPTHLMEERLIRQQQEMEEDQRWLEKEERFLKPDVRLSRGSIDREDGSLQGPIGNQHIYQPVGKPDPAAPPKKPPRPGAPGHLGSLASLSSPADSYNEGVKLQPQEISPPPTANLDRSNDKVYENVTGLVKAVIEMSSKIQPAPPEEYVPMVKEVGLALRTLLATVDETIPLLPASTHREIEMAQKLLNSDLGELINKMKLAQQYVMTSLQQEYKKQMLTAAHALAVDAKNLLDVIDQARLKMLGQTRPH
Rev-RRE block = disrupts HIV-1 Rev binding to RRE RNA. P05866. Rev peptide-RRE RNA binding, FRET. inhibition, % at 8 µM. 0.79% of 97,000 active;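 active means inhibition above the screen-wide mean plus 3 SD, cut at about 35% in these data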;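 further: 0% = median DMSO wells and 100% = median Neomycin B control wells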
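Material: labelled RRE RNA duplex and labelled Rev peptide / Buffer or medium: HEPES pH 7.5 salt buffer with EDTA / Compound dosing: single point, 8 µM final nominal compound concentration / Benchmarks: DMSO low control, neomycin B high control / Timing: 5 min preincubation and 15 min binding, 25 °C / Technique: FRET fluorescence readout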
PTPN22 act = activators of human LYP (PTPN22) phosphatase. Q9Y2R2. recombinant LYP, DiFMUP fluorescence; 0 = plate median, 100 = signal doubled. activation, % at 2 µM. 0.11% of 96,000 active. AID 697;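 active means activation at 2 µM above a set limit, the mean plus 5 SD, cut at about 37% in these data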
The depositor's hits bear a star; . = not tested or not shown. Unless noted, no stated cut-off is given here; in the data, active means inhibition above about 30%; inactive means the rest.

molecule,S1P2 ag,EphB4 antag,PostGolgi yeast,S1P2 blocker,LYP inh 2,PostGolgi ctrl,FAK inh,Rev-RRE block,PTPN22 act
CCn1c(=O)cc(OCC(=O)Nc2ccc(C)cn2)c2ccccc21,-4.3,-1.0,-3.2,-4.3,-9.1,18.5,2.0,8.5,6.6
CC(C)(C)n1nnnc1C(c1cccs1)N1CCN(Cc2ccccc2)CC1 (stereo not drawn),-2.8,-8.2,1.7,-16.5,0.7,-4.8,-1.7,-0.5,-3.8
CC(O)(CS(=O)(=O)Cc1ccccc1Cl)C(=O)Nc1cccc(C(F)(F)F)c1 (stereo not drawn),-0.9,-4.3,2.1,-8.0,1.5,7.1,-3.0,8.9,1.6
S=C(Nc1ccc(Cl)cc1)NC1CC2CCCC(C1)N2C1CC1 (stereo not drawn),-2.2,-9.2,-5.6,16.7,-1.6,7.1,-1.4,-3.6,5.8
CN=Cc1sc2ccccc2c1O,0.1,1.1,-4.7,23.7,-13.0,13.3,-5.1,1.2,10.1
COC(=O)c1cc(C(C)=O)n2ccccc12,2.1,-4.4,5.7,-19.5,-5.7,4.7,4.3,6.7,7.4
CCCN(CCC)CC(=O)NCC1(c2ccccc2)CCOCC1,-2.0,-0.6,.,-5.0,3.5,.,-0.4,2.5,-5.2
Cn1c2c(c(=O)n(C)c1=O)C(c1ccccc1OC(F)F)C1=C(CCCC1=O)N2 (stereo not drawn),-5.2,4.8,12.7,13.1,-0.5,26.2,7.8,4.1,-1.0
O=C(CSc1ncn[nH]1)Nc1ccccc1-c1ccccc1,-7.4,0.8,-7.0,10.4,-7.1,-6.3,-4.2,3.5,11.2
COC(=O)c1nn(-c2ccc(OC)cc2)c(=O)cc1Oc1cccc(Cl)c1,-4.7,-7.4,-0.8,-0.6,-7.6,17.5,-1.7,9.4,6.6
Cc1cc(NS(=O)(=O)c2ccc(NC(=O)Nc3cccc(Cl)c3)cc2)no1,-4.2,-3.8,-3.9,12.4,3.0,7.4,-4.8,-0.3,-2.4
CCn1c(=O)cc(SCC(=O)NCc2ccc(C)cc2)c2ccccc21,-4.2,-6.8,15.2,-49.0,3.5,22.1,-8.3,4.4,-0.7
Cc1nnc(C)n1/N=C/c1cccs1,-2.9,1.5,5.7,4.2,1.5,9.2,-1.6,3.3,-3.3
COC(Cn1c(C)c(C(C)=O)c(C(C)=O)c1C)OC,-1.3,-5.8,18.1,4.1,-5.3,2.2,-0.8,6.4,7.2
Fc1ccccc1NC(=S)NCCc1ccccc1,-2.0,8.2,4.0,13.3,7.0,28.8,4.1,3.0,-3.0
Cc1ccc2oc(=O)n(CCOc3ccccc3Cl)c2c1,0.0,-0.2,-8.0,9.6,5.7,27.8,10.1,15.2,-5.6
COc1cccc(CN(CC(=O)NCC2CCCO2)C(=O)CCC(=O)Nc2cc(C)on2)c1 (stereo not drawn),0.5,-1.2,1.6,19.8,-20.0,9.4,-1.1,2.0,17.2
CCNc1cc(Cl)nc(SC)n1,-5.5,-8.5,7.3,-5.8,-6.9,-3.0,-0.8,7.3,12.0
Nc1c(S(=O)(=O)c2ccccc2)nnn1-c1ccccc1,-4.1,4.5,.,2.4,-4.3,.,1.4,2.4,2.9
Cc1cc(C)n2nc(Cc3ccccc3)nc2n1,1.9,4.8,-6.7,-10.9,-1.2,-0.6,-1.6,7.0,0.7
CCCCNC(=O)CCC(=O)Nc1ccc2nc(N3CCOCC3)cc(C)c2c1,-6.0,3.3,2.6,17.9,1.3,2.8,5.4,2.0,-2.0
CCN1CCN(C(=O)c2cc(-c3cccnc3)nc3ccc(Br)cc23)CC1,-3.9,-2.9,3.9,-0.5,-7.0,-4.0,-0.6,0.2,10.7
C=CCn1c(N)c(C(=O)Nc2ccc(C)cc2)sc1=S,-0.1,-0.9,11.5,-27.8,-10.8,4.0,-1.3,4.2,7.9
COCCn1c(=S)[nH]c2cc(C(=O)N3CCN(c4ccc(F)cc4)CC3)ccc2c1=O,-3.7,-0.2,1.8,8.4,-10.3,12.8,0.0,0.8,7.4
Cn1c(=O)c2c(nc(SCCCC#N)n2Cc2c(F)cccc2Cl)n(C)c1=O,-5.5,2.2,3.2,4.2,-14.9,10.3,-0.1,6.8,12.2
CC(=O)Nc1cc(S(=O)(=O)Nc2ccccc2C)c(C)cc1C,-1.6,-11.0,-2.8,2.4,0.5,-2.1,1.5,2.4,4.1
O=C(NCCc1ccccc1)c1cc(-c2ccc3c(c2)OCO3)on1,-2.9,-6.4,-8.4,-2.7,-6.6,-2.4,2.1,3.1,3.8
CCc1ccc(NC(=O)CN(c2ccc3c(c2)OCO3)S(=O)(=O)c2c(C)noc2C)cc1,-7.5,-3.7,-3.5,-6.6,-0.2,29.2,1.1,9.1,-2.1
O=C(O)C1CCCCC1C(=O)NCCCc1ccccc1 (stereo not drawn),0.5,-4.5,10.8,3.6,-4.8,5.9,-1.4,5.9,3.4
Cc1cc(C)cc(NC(=O)c2cccn2-c2ncc(C(F)(F)F)cc2Cl)c1,-3.6,4.6,-3.5,1.8,15.0,14.5,-2.0,13.5,-12.3

Compound profiles, as listed above:
O=C(CSc1ncn[nH]1)Nc1ccccc1-c1ccccc1 reads S1P2 ag = -7.4; EphB4 antag = 0.8; PostGolgi yeast = -7.0; S1P2 blocker = 10.4; LYP inh 2 = -7.1; PostGolgi ctrl = -6.3; FAK inh = -4.2; Rev-RRE block = 3.5; PTPN22 act = 11.2
Cn1c(=O)c2c(nc(SCCCC#N)n2Cc2c(F)cccc2Cl)n(C)c1=O reads S1P2 ag = -5.5; EphB4 antag = 2.2; PostGolgi yeast = 3.2; S1P2 blocker = 4.2; LYP inh 2 = -14.9; PostGolgi ctrl = 10.3; FAK inh = -0.1; Rev-RRE block = 6.8; PTPN22 act = 12.2

The list goes on:
molecule,S1P2 ag,EphB4 antag,PostGolgi yeast,S1P2 blocker,LYP inh 2,PostGolgi ctrl,FAK inh,Rev-RRE block,PTPN22 act
O=c1[nH]c(=O)n(Cc2ccco2)c2c1C(C(F)(F)F)(C(F)(F)F)N=C(c1ccco1)N2,-5.2,-5.0,-0.5,-12.2,-7.6,0.7,-1.0,-2.6,4.3
C=CCN(C)CC/C=C1\c2ccccc2CSc2ccccc21,-1.2,3.2,.,3.8,1.5,.,2.3,5.5,-1.4
Cc1cc(NC(=O)Cn2cnc3c(cnn3C(C)(C)C)c2=O)no1,-4.7,3.8,5.9,9.4,-6.3,11.3,-1.4,1.9,3.0
COc1ccc(/C=C\C(=O)CC(O)(c2ccccc2)C(F)(F)F)cc1 (stereo not drawn),1.7,-5.2,-4.2,6.3,-9.0,37.7*,1.7,21.5,9.4
COc1ccc(CCNC2CC(C)N(C)CC2C)cc1OC (stereo not drawn),-2.0,-10.9,11.2,-8.9,-8.9,1.2,1.7,7.6,6.2
O=C(c1ccco1)N1CCN(C(=O)c2oc(=O)c3ccccc3c2-c2ccccc2)CC1,-4.3,3.9,-5.5,15.9,0.1,.,-0.9,7.6,-0.1
Cc1ccc(Cl)cc1N1CCN(S(=O)(=O)c2ccc3c(c2)oc(=O)n3C)CC1,-3.0,-11.2,-2.7,-9.1,-9.0,37.3*,-0.8,5.8,6.5
CC1(C)CN(c2ccccc2)N(C(=O)c2ccc(F)cc2)C1=O,-7.7,-9.7,-4.5,8.6,4.0,9.1,-0.6,-2.6,-2.5
Cc1ccc(-c2cc(C)nc3nc(N)nn23)cc1,-2.9,2.4,-6.7,-15.4,7.0,-6.5,1.9,6.3,-5.9
CS(=O)(=O)N(CC(N)=O)c1ccc2c(c1)OCO2,-5.0,-7.0,2.7,14.7,5.8,4.8,0.2,2.2,-9.9
O=C(Nc1ccc2c(c1)OCO2)C1(S(=O)(=O)c2ccc(Cl)cc2)CC1,-6.2,2.9,-19.4,14.0,-0.1,13.1,3.2,3.9,-1.0
Cc1ccc(-c2csc3ncnc(Sc4nnc(CN5CCCCCC5=O)o4)c23)cc1,-9.8,0.8,-4.9,51.6*,9.5,19.7,11.7,0.0,-12.0
CC(C)NC(=O)c1ccc2c(=O)n(C3CCCC3)c(=S)[nH]c2c1,-9.9,3.3,3.0,14.6,4.5,-5.1,-1.1,8.8,-6.6
O=c1oc2ccccc2cc1-c1nc(-c2cccs2)cs1,0.5,-3.9,6.7,2.0,-0.3,7.2,1.5,61.5*,-2.2
Cc1nc(SCC(=O)NCc2ccco2)[nH]c(=O)c1C,-1.6,11.8,2.5,-23.4,-3.9,20.8,1.8,4.2,7.6
C=C(C)CN(CC)c1nc(N)c(C#N)c(CC#N)c1C#N,7.6,-2.7,-1.1,-48.1,2.5,9.9,-2.3,3.5,-4.1
O=C(CCc1ccc(S(=O)(=O)N2CCOCC2)cc1)NCCc1ccccn1,-6.6,-8.9,0.2,12.1,15.5,15.1,2.8,1.9,-12.6
COc1ccc2nc(C(C)O)[nH]c2c1 (stereo not drawn),-3.2,-0.1,.,8.2,0.0,.,-0.4,4.6,-2.8
N#Cc1cn(CC(=O)NCc2cccnc2)c2ccccc12,-4.5,-6.1,0.2,-1.4,-4.4,19.1,0.1,4.5,4.0
Cc1c(C(=O)OC2CCCCC2)[nH]c2c1C(=O)CC(C)(C)C2,3.6,7.6,-1.9,-31.3,8.6,2.1,0.9,7.4,-8.1
CCCC(=O)Nc1nc(-c2ccc3c(c2)CCN3S(C)(=O)=O)cs1,-3.7,-1.4,-17.1,19.4,-3.2,5.3,0.5,5.3,0.4
C/C(Cn1nc([N+](=O)[O-])cc1C)=N\NC(=O)c1ccc(C(C)(C)C)cc1,-6.2,6.6,0.7,-13.5,1.5,9.0,-0.9,10.3,-1.5

In the list so far, these contain fluorine.
molecule,S1P2 ag,EphB4 antag,PostGolgi yeast,S1P2 blocker,LYP inh 2,PostGolgi ctrl,FAK inh,Rev-RRE block,PTPN22 act
CC(O)(CS(=O)(=O)Cc1ccccc1Cl)C(=O)Nc1cccc(C(F)(F)F)c1 (stereo not drawn),-0.9,-4.3,2.1,-8.0,1.5,7.1,-3.0,8.9,1.6
Cn1c2c(c(=O)n(C)c1=O)C(c1ccccc1OC(F)F)C1=C(CCCC1=O)N2 (stereo not drawn),-5.2,4.8,12.7,13.1,-0.5,26.2,7.8,4.1,-1.0
Fc1ccccc1NC(=S)NCCc1ccccc1,-2.0,8.2,4.0,13.3,7.0,28.8,4.1,3.0,-3.0
COCCn1c(=S)[nH]c2cc(C(=O)N3CCN(c4ccc(F)cc4)CC3)ccc2c1=O,-3.7,-0.2,1.8,8.4,-10.3,12.8,0.0,0.8,7.4
Cn1c(=O)c2c(nc(SCCCC#N)n2Cc2c(F)cccc2Cl)n(C)c1=O,-5.5,2.2,3.2,4.2,-14.9,10.3,-0.1,6.8,12.2
Cc1cc(C)cc(NC(=O)c2cccn2-c2ncc(C(F)(F)F)cc2Cl)c1,-3.6,4.6,-3.5,1.8,15.0,14.5,-2.0,13.5,-12.3
O=c1[nH]c(=O)n(Cc2ccco2)c2c1C(C(F)(F)F)(C(F)(F)F)N=C(c1ccco1)N2,-5.2,-5.0,-0.5,-12.2,-7.6,0.7,-1.0,-2.6,4.3
COc1ccc(/C=C\C(=O)CC(O)(c2ccccc2)C(F)(F)F)cc1 (stereo not drawn),1.7,-5.2,-4.2,6.3,-9.0,37.7*,1.7,21.5,9.4
CC1(C)CN(c2ccccc2)N(C(=O)c2ccc(F)cc2)C1=O,-7.7,-9.7,-4.5,8.6,4.0,9.1,-0.6,-2.6,-2.5
